# S1P3 antagonist: S1P3 receptor antagonists, primary screen, cell-based; AID 485, 2006; actives 0.27% (n = 170,000); CHO S1P3 NFAT-BLA reporter, FRET fluorescence, antagonist mode; Sphingosine 1-phosphate receptor 3 (Homo sapiens), Q99500; inhibition, % at 4.98 µM;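 active = inhibition above the plate cutoff, the mean inhibition of test wells on that plate plus 3 SD, cut at about 28% in these data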;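 note: cells challenged with S1P at its EC80 of 0.8 µM; blue over green emission ratio from cleaved BLA substrate after 4 h stimulation; 0% = S1P-stimulated wells and 100% = unstimulated DMSO-only wells; some compounds past the cut are filed as inactive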
# Target sequence (Q99500 whole entry, looked up): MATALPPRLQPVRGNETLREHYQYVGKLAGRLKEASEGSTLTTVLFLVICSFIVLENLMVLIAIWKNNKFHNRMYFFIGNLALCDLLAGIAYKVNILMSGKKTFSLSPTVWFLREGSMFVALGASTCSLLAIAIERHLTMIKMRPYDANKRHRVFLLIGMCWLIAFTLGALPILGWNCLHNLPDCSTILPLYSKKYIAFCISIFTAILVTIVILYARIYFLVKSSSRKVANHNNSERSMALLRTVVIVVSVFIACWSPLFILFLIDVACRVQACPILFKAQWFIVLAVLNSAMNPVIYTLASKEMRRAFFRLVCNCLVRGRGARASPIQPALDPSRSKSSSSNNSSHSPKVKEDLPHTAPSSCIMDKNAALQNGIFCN
# Active calls of the source: *. Some of the compounds tested; count on the stated rates, not on these rows.
# The first 4 compounds as a preview:
SMILES,S1P3 antagonist
NNC(=O)CNc1cccc(Br)c1,10.1
S=c1nc[nH]c2c1ncn2C1CCCC1,-0.4
COc1ccccc1C(=O)N/N=C(\C)CC(=O)Nc1ccc(Cl)cn1,-3.5
Cn1c(=O)cc(SCC(=O)N2CCN(C3CCCCC3)CC2)c2ccccc21,1.8

# Results, repeating the preview:
SMILES,S1P3 antagonist
NNC(=O)CNc1cccc(Br)c1,10.1
S=c1nc[nH]c2c1ncn2C1CCCC1,-0.4
COc1ccccc1C(=O)N/N=C(\C)CC(=O)Nc1ccc(Cl)cn1,-3.5
Cn1c(=O)cc(SCC(=O)N2CCN(C3CCCCC3)CC2)c2ccccc21,1.8
Oc1ccc(N=Nc2ccc(Br)cc2)c(O)c1,4.6
Nc1c(C(=O)N/N=C/c2cccnc2)oc2nc(-c3ccco3)cc(-c3ccco3)c12,-0.7
Cc1ccc(C=C2C(Cl)=C(Cl)C(Cl)=C2Cl)cc1,-0.4
Cc1sc2c(c1C)C(=O)NC(c1ccccc1F)N2 (stereo unspecified),-2.8
CSCC[C@H](NC(=O)Nc1ccccc1C)C(=O)O,1.1
Cc1cc([N+](=O)[O-])nn1CC(=O)N/N=C/c1ccccc1O,0.0
COC(=O)CCNCCSc1nnc(-c2ccco2)n1Cc1ccccc1,-4.6
N#Cc1ccc(N2C(=O)[C@@H]3C(C(=O)c4cnccn4)=NN[C@@H]3C2=O)cc1,-16.7
CC1(C)CC(=O)c2cnc(N3CCc4ccccc43)nc2C1,-11.2
COc1ccc(-c2ccc(CCC(=O)O)n2NC(N)=O)cc1,3.6
O=C(NCCCO)c1ccc(CSc2nc3ccccc3c(=O)[nH]2)cc1,-6.4
COc1cc(C(=O)Nn2c(O)c(C3=c4ccccc4=NC3=O)sc2=S)ccc1O,-9.7
Cc1ccc(C23CC4CC(CC(C(=O)N5CCN(C)CC5)(C4)C2)C3)cc1,-22.0
COCCOC(=O)c1c(NC(=O)CN2CCc3ccccc32)sc(C(N)=O)c1C,2.1
O=C(NCc1ccco1)c1ccc2c(c1)CCO2,-11.7
Cc1c(C#N)c2ccccc2n1C,-1.1
Cn1c(/C=N/O)nc2ccccc21,3.0
CC(=O)c1cccc(Nc2cc(C)nc3c(C)cccc23)c1,0.5
CC(=O)c1sc(N2C(=O)c3oc4ccccc4c(=O)c3C2c2ccc(C)o2)nc1C (stereo unspecified),18.0
Cc1cccc(C(=O)n2c(=S)nc3cc(C)ccn32)c1,-6.6
O=C1CC(Cc2ccc(Cl)cc2)C(=O)N1c1cc(Cl)ccn1 (stereo unspecified),6.8
C/C(=N\Nc1ccc(Cl)c(C(=O)O)c1)c1cccc([N+](=O)[O-])c1,-17.7
Cc1ccccc1/C=N/n1c(-c2cc(-c3ccccc3)n[nH]2)n[nH]c1=S,-5.2
O=C(O)CC(CC(=O)Nc1ccccc1C(=O)O)c1ccccc1 (stereo unspecified),-4.7
N#CC12COC3(CCCCC3C1(C#N)C#N)OC2=N (stereo unspecified),4.0
CC(C)(C)c1ccc(CCC2OCC(C[N+]3(C)CCOCC3)O2)cc1 (stereo unspecified),-2.2
COc1ccc(-c2c3c(=O)n(C)c(=O)n(C)c3cn2-c2ccc(O)cc2)cc1,-15.8
CSCC(O)Cn1[nH]c(=O)c2cc(Cl)c(Cl)cc2c1=O (stereo unspecified),-9.4
Cc1c(Cc2ccc3c(c2)OCO3)sc(NC(=O)C2CC2)c1C(N)=O,5.8
CC(C)(C)N1CC(OC(N)=O)C1,11.3
CN1C(=O)CC(c2cn(Cc3ccccc3)c3ccccc23)C1=O (stereo unspecified),13.7
N=c1sccn1CC(=O)Nc1ccc([N+](=O)[O-])cc1Cl,-11.6
CC(/C=C/c1ccccc1)=N/NC(=O)Cn1nnc(N)n1,-12.6
Cc1cc(C)c(S(=O)(=O)NC2CCN(Cc3ccccc3)CC2)c(C)c1,4.2
CSc1ccc(NC(=O)Nc2cc(C)ccn2)cc1,9.0
N#Cc1c(-c2cccs2)cc(-c2cccs2)[nH]c1=O,-6.0
COC(=O)C1=C(O)C2(C(=O)O)CC(C(=O)OC)=C(O)C(C(=O)O)(C1)C2,-26.6
O=C(NC(=S)Nc1ccccc1Cl)c1cnn2c(C(F)(F)F)cc(C(F)(F)F)nc12,0.4
COc1ccc(/C=N/n2c(C)nc3sc(C)c(C)c3c2=O)cc1,3.0
CCOCCCNC(=O)c1c[nH]c2ccc(OCC)cc2c1=O,-14.7
COc1cc(S(=O)(=O)N(Cc2cccnc2)Cc2cccc(OC)c2OC)ccc1-n1cnnn1,-9.0
CCOC(=O)N1CCN(c2c(N3CCN(c4ccc(F)cc4)CC3)c(=O)c2=O)CC1,-9.7
C/C(=N\NC(=O)CC(C)C)c1c(C(F)(F)F)[nH]n(-c2nc3ccccc3s2)c1=O,-4.2
O=C(COc1cccnc1[N+](=O)[O-])Nc1cc(S(=O)(=O)N2CCCCC2)ccc1Cl,-21.8
CCC(C(=O)NC(C)(C)C)N(Cc1cccs1)C(=O)CNS(=O)(=O)c1ccccc1 (stereo unspecified),-6.0
NNC(=S)Nc1cccc(Cl)c1,-1.0
CC(=O)Nc1cccc(NC(=O)CSc2nn3c(=O)c(C)nnc3s2)c1,-3.9
Cc1onc(-c2ccccc2)c1C(=O)Oc1ccccc1,2.1
O=C1c2ccccc2C(=O)N1c1ncn[nH]1,-3.1
CC1CC(=O)Nc2ccccc2N1S(=O)(=O)c1ccc(Cl)cc1 (stereo unspecified),-14.4
O=S(=O)(N/N=C/c1cccnc1)c1ccc(Cl)c(Cl)c1,0.0
CCN(CC)CCC(=O)Nc1cccc2c1C(=O)c1ccccc1C2=O,-13.8
C#CCn1c(O)c(N=NC(=O)C(O)c2ccccc2)c2ccccc21 (stereo unspecified),6.3
CC(C)CCc1noc(CN2CCN(CC(=O)NC(C)C)CC2)n1,8.6
COC(=O)C1=NN(c2cccc3ccccc23)C2C(=O)N(c3ccccc3OC)C(=O)C12 (stereo unspecified),2.3
COc1cccc(/C=N/n2c(-c3cc(C)[nH]n3)n[nH]c2=S)c1O,-5.6

# At a glance, part of the list above.
SMILES,S1P3 antagonist
O=S(=O)(N/N=C/c1cccnc1)c1ccc(Cl)c(Cl)c1,0.0
CCN(CC)CCC(=O)Nc1cccc2c1C(=O)c1ccccc1C2=O,-13.8
C#CCn1c(O)c(N=NC(=O)C(O)c2ccccc2)c2ccccc21 (stereo unspecified),6.3
CC(C)CCc1noc(CN2CCN(CC(=O)NC(C)C)CC2)n1,8.6
COC(=O)C1=NN(c2cccc3ccccc23)C2C(=O)N(c3ccccc3OC)C(=O)C12 (stereo unspecified),2.3
COc1cccc(/C=N/n2c(-c3cc(C)[nH]n3)n[nH]c2=S)c1O,-5.6

# (listing goes on)
SMILES,S1P3 antagonist
CSc1cccc(NC(=O)N2CCN(C)CC2)c1,8.2
COc1ccccc1N1CN(Cc2ccccc2)CNC1=S,3.8
CCc1ccc(NC(=O)C2CCCN2S(=O)(=O)c2ccc3c(c2)n(C)c(=O)c(=O)n3C)cc1 (stereo unspecified),7.6
O=C1/C(=C/c2ccccn2)SC(=S)N1Cc1ccccc1,4.5
Cc1cc(C)n2nc(C(=O)NNC(=O)c3ccc(Cl)cc3)nc2n1,9.7
CCOC(CCc1c(C)nc(NC(C)=O)[nH]c1=O)OCC,-7.1
CC(C)(C)c1nc(N)nc(=O)[nH]1,5.7
Cc1nnc(SC(C(=O)c2ccccc2)c2ccccc2)[nH]c1=O (stereo unspecified),-6.9
O=C(O)C1(P(=O)(c2ccccc2)c2ccccc2)CCCC1,-3.0
Cc1c(N2C(=O)/C(=C\c3ccccc3O)SC2=S)c(=O)n(-c2ccccc2)n1C,-9.3
OCCC1CN(Cc2ccc(Oc3ncccn3)cc2)CCN1Cc1ccc(F)c(F)c1 (stereo unspecified),0.6
CN(Cc1ncc[nH]1)Cc1cn(-c2ccccc2)nc1-c1ccc2c(c1)OCO2,-18.1
CN1CCN(C2CC(=O)N(CCc3ccccc3)C2=O)CC1 (stereo unspecified),-7.8
COc1ccc(OCC(O)Cn2c(N)nc3c2c(=O)[nH]c(=O)n3C)cc1 (stereo unspecified),-10.5
C=CCOC(=O)C1=C(C)NC(C)=C(C(=O)OCC=C)C1c1ccco1,5.8
CCOC(=O)C(=NCC1CCCO1)NNc1ccccc1Cl (stereo unspecified),13.8
COC(=O)c1sc(SC)c(S(=O)(=O)C(C)C)c1N,-11.7
C/C(CC(C)C)=N/Nc1ccc([N+](=O)[O-])cc1[N+](=O)[O-],4.5
CCOC(=O)c1nnsc1N,-7.4
CCCCCCCn1c(=O)c(C(=O)OC)c(N)c2ccccc21,-1.8

# 3 entries from above, sorted by molar mass, high to low:
SMILES,S1P3 antagonist
COc1ccc(OCC(O)Cn2c(N)nc3c2c(=O)[nH]c(=O)n3C)cc1 (stereo unspecified),-10.5
COc1ccccc1N1CN(Cc2ccccc2)CNC1=S,3.8
CSc1cccc(NC(=O)N2CCN(C)CC2)c1,8.2

# A few values from the entries so far:
# Entry of O=C1/C(=C/c2ccccn2)SC(=S)N1Cc1ccccc1 in S1P3 antagonist: 4.5
# Entry of CCOC(=O)c1nnsc1N in S1P3 antagonist: -7.4
# Entry of C=CCOC(=O)C1=C(C)NC(C)=C(C(=O)OCC=C)C1c1ccco1 in S1P3 antagonist: 5.8

# Continued:
SMILES,S1P3 antagonist
C=CCS/C(N)=N\N=C\c1cc(Br)cc([N+](=O)[O-])c1O,-1.8
COC(=O)c1c(NC(=O)c2ccc(C)cc2)csc1C,-13.9
COC(=O)c1ccc(C(=O)NN)cc1,-5.3
COc1ccc(C(=O)Nc2cccnc2Sc2ccc(Cl)cc2)cc1,10.3
CCN(CC)c1ccc(/C=C2\C(=O)N(c3nnc(C)c(=O)[nH]3)N=C2C)cc1,-13.2
C/C(=N/OC(=O)c1ccc(C)cc1)C(=O)c1ccc(Br)cc1,-0.1
Cc1ccccc1C(=O)NNC(=O)/C=C\C(=O)O,-8.7
COc1cc2c(cc1OC)-c1cc(N3CCc4ccccc43)nc(=O)n1CC2,11.7
COC(=O)c1cccc(NC(=S)Nc2ccc(Cl)c(Cl)c2)c1,-2.5
CCC(=O)N1N=C(c2c(O)n(C)c(=O)n(C)c2=O)CC1c1ccccc1 (stereo unspecified),-2.3
CCCCNC(=O)c1cc2cccc([N+](=O)[O-])c2[nH]1,14.5
CCOC(=O)c1c(NC(=O)CSc2nnc(C)c(=O)[nH]2)sc(C)c1-c1ccc(C)cc1,-1.4
CSC1=N/C(=C/c2cccnc2)C(=O)N1Cc1ccc(Cl)cc1,4.7
Cc1cc2c3ccccc3ncn2n1,-10.6
O=C(NCc1ccco1)c1ccccc1-c1nc(-c2ccc(F)cc2)no1,9.9
CC1(C)CC(CCN)(Cc2ccccc2Cl)CCO1 (stereo unspecified),9.4
O=C(Nc1cccc2ccccc12)C(=O)C1C(=O)Nc2ccccc21 (stereo unspecified),7.0
O=c1[nH]c2ccccc2[nH]c1=O,-4.7
CCC(=O)OCC(=O)Nc1ncc(C(F)(F)F)cc1Cl,-13.7
CCC(C)Cn1c(O)cc2nn(-c3nc4ccccc4s3)c(=O)c-2c1C (stereo unspecified),-10.7
CC(C)c1nnc(NC(=O)CCC(=O)Nc2ccc3cn[nH]c3c2)s1,1.2
CC(c1nc2ccccc2c(=O)[nH]1)N(C)CCOc1ccc(Cl)cc1 (stereo unspecified),-4.8
CCCCCC(=O)NC(=S)NC1C2CC3CC(C2)CC1C3 (stereo unspecified),11.6
O=C(Nc1cccc(Cl)c1)Nc1ccccc1C(=O)O,-18.3
CCCCC(=O)NNC(=O)CC(=O)Nc1ccccc1C(=O)O,-2.2
Cn1c(=O)c2[nH]c(N=NNc3ccccc3F)nc2n(C)c1=O,9.2
CN1C(=O)C(CC(=O)NCCc2ccccc2)N(NC(=O)c2ccc(Cl)cc2)C1=S (stereo unspecified),-7.4
C/C(=N/NC(=O)CNC(=O)c1cccs1)c1ccco1,-4.8
Cc1cc(C)c(C)c(S(=O)(=O)N[C@@H](C)C(=O)OC(C)C(=O)NC(N)=O)c1C (stereo partly specified),6.1
Cc1c(NC(=S)N/C(=N/S(=O)(=O)c2ccc(Cl)cc2)c2ccccc2)c(=O)n(-c2ccccc2)n1C,-16.5
Nc1nc(N)c(C=Nc2ccc(Br)cc2)c(Nc2ccc(Br)cc2)n1,1.2
O=C(O)c1cccc(Cn2c(Cl)c(/C=N/NC(=O)c3ccc(O)cc3)sc2=O)c1,-7.0
Cc1cc(C)n(CCC(=O)N/N=C/c2c(O)ccc3ccccc23)n1,3.9
O=C1CCN(Cc2ccccc2)C(=O)N1c1ccccc1,10.0
O=C(N/N=C/c1ccccn1)C(=O)N1CCCCCC1,-8.8
COCCN(C(=S)Nc1ccc(C)cc1)C(C)c1ccco1 (stereo unspecified),-5.8
Nc1ccccc1C(=O)Nc1ccc(Cl)cc1Cl,-4.0
Cc1nc(-c2nc(CC(=O)NNC(=O)c3ccc(Cl)cc3)cs2)cs1,-6.8
COc1ccc(C2c3c(noc3C)CC(C)(O)C2C(C)=O)cc1 (stereo unspecified),7.7
Cc1cc(-c2n[nH]c(=S)n2/N=C/c2ccc(C)o2)n[nH]1,-9.0
O=C(O)CCc1nc2ccccc2c(=O)[nH]1,12.4
Cc1c(Cc2ccccc2)c(NCCN(C)C)n2c(nc3ccccc32)c1C#N,5.2
O=C(O)c1cccc(NC(=S)NC(NC(=O)c2cccc([N+](=O)[O-])c2)C(Cl)(Cl)Cl)c1 (stereo unspecified),-7.2
O=C(NCc1ccccc1)N1CCC(CO)(Cc2cccc(F)c2)CC1,-1.8
CNC(=S)NNC(=O)CSCc1c(Cl)cccc1Cl,9.4
Cc1ccc(C(=O)O)cc1NC(=S)NC(=O)c1ccc(-c2ccc(Cl)cc2)o1,2.1
Cc1ccc(/C=N/NC(=S)NC2CCCCC2)o1,13.3
Cc1cccc(N2C(=O)C(O)=C(C(=O)c3cccs3)C2c2ccc(Cl)cc2)n1 (stereo unspecified),-5.8
CCOC(=O)c1sc(S(C)(=O)=O)c2c1CCc1conc1-2,-3.3
COc1ccc2cc(C3CC(c4ccco4)=NN3S(C)(=O)=O)c(Cl)nc2c1 (stereo unspecified),-4.1
